CSM14.1 death rescue – rescue of cells from ER stress-induced death, primary screen, 384-well, CSM14.1, thapsigargin, ATP luminescence (AID 1222); CSM14.1 thapsigargin-induced death rescue, ATP luminescence; higher % means a stronger effect; cellular ATP content (survival), % at 20 µM, or EC50 in µM where a hit was titrated; 190,000 tested, under 10 active;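 active means EC50 below 50 µM in the dose-response confirmation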;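 further: death triggered by thapsigargin at about 15 µM added after 2 h compound pretreatment; cell ATP read after overnight thapsigargin exposure of roughly 18 to 22 hours; normalized against plate controls of thapsigargin alone and 5% DMSO vehicle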
Yfh1-depleted yeast – enhancers of respiration in Yfh1-depleted yeast, dose response, Friedreich's ataxia, plus single-dose screen (AID 1465); fold induction at 50 µM; hits with a dose series show EC50 in µM; 0.074% of 220,000 active; S. cerevisiae Yfh1-off respiration, WST-1 reduction, 72 h; higher fold induction means a stronger effect;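 active means fold induction of absorbance versus untreated yeast above a set limit, then at least 30% activation at any dose in follow-up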;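 further: activators that raise dye reduction in frataxin-depleted yeast; strong numbers were not always called active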
KOR beta-arrestin-1 – KOR agonists, beta-arrestin recruitment, primary screen, cell-based, luminescence, uHTS (AID 1777); KOR beta-arrestin recruitment, luminescence; higher % means a stronger effect; one-dose activation, % at 10 µM; EC50 in µM for titrated hits; 0.02% of 280,000 active; in the data active means activation above about 50%, passing the limit was not always enough; further: a part of the inactive calls stands beside numbers as strong as those of hits
GPR55 activation – selective activators of receptor GPR55 – imaging, U2OS cells, beta-arrestin-GFP redistribution, primary screen (AID 1961); U2OS GPR55 beta-arrestin-GFP redistribution imaging; higher % means a stronger effect; activation, % at 10 µM, or EC50 in µM where a hit was titrated; 0.048% of 290,000 active;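 active means activation above 40% with more than 50 cells counted in the well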;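 further: U2OS osteosarcoma cells stably expressing GPR55 and beta-arrestin-GFP; plate controls were DMSO negative control for no effect and LPI positive control for full effect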
TNAP activation fold – stimulation of alkaline phosphatase TNAP activity – biochemical, luminescent, no phosphate acceptor, uHTS, primary screen (AID 1001); one-dose activation fold at 20 µM; EC50 in µM for titrated hits; purified TNAP, luminescent activation assay, no phosphate acceptor; higher activation fold means a stronger effect; 0.03% of 200,000 active; in the data active means activation fold from about 3, or a potency from the dose series; inactive means the rest, 99 in 100 with activation fold below about 1.6; further: many of its hits are not listed in these tables
NOD1 NF-kB reporter – NOD1 signaling inhibitors, primary screen, cell-based, luminescence, uHTS (AID 1578). NOD1-driven NF-kB luciferase reporter cells, luminescence; higher % means a stronger effect. inhibition, % at 4 µM; hits with a dose series show EC50 in µM. 1% of 290,000 active; in the data active means inhibition mostly above about 36%, no sharp cut-off; inactive means mostly below about 34%;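 further: HEK-293T reporter cells stimulated with the NOD1 agonist gamma-tri-DAP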
NTR1 agonist – agonists of NTR1, primary screen, imaging, U2OS cells, beta-arrestin-GFP, high content (AID 493036) | P30989 | NTR1-U2OS beta-arrestin-GFP spot imaging, agonist mode | activation, % at 20 µM | 0.17% of 330,000 active;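 active means activation at or above 40% of the spot to cytoplasm intensity ratio, with at least 20 cells analyzed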;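 further: 0% = DMSO without peptide and 100% = 100 nM NTR1 peptide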
Target sequence (P30989 whole entry, looked up): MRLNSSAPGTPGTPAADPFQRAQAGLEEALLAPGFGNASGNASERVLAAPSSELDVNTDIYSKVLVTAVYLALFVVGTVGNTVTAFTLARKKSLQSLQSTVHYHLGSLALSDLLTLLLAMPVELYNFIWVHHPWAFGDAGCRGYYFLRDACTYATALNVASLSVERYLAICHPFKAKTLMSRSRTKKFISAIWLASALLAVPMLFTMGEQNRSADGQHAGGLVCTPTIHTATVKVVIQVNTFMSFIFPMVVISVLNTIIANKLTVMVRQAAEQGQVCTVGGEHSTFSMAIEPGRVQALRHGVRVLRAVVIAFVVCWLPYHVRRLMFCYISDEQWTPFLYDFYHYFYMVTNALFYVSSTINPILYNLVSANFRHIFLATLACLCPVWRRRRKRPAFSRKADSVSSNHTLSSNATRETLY
NOD2 inhibition – NOD2 signaling inhibitors, cell-based, luminescence, uHTS, HEK293 (AID 1566) | inhibition, % at 4 µM; hits with a dose series show EC50 in µM | 0.63% of 290,000 active | HEK293 NOD2/NF-kB luciferase reporter, luminescence; higher % means a stronger effect; further: many of its hits are not listed in these tables
KOR beta-arrestin-2 – kappa opioid receptor blockers – cell-based, luminescence, uHTS (AID 1778) | 0.091% of 290,000 active | KOR beta-arrestin recruitment, luminescence, antagonist mode; higher % means a stronger effect | inhibition, % at 10 µM; hits with a dose series show IC50 in µM; further: strong numbers were not always called active
NTR1 agonist cell count 20 µM – recorded beside NTR1 agonist, whose call it bears; cell count; measured here: cell count, cytotoxicity flag
An asterisk follows results filed as active; i = inactive; / = not tested or not shown; [ ] = dose if it differs, or a comment. Unless noted, no stated cut-off is given here; in the data, active means inhibition above about 50%; inactive means the rest.

SMILES | CSM14.1 death rescue | Yfh1-depleted yeast | KOR beta-arrestin-1 | GPR55 activation | TNAP activation fold | NOD1 NF-kB reporter | NTR1 agonist | NTR1 agonist cell count 20 µM | NOD2 inhibition | KOR beta-arrestin-2
O=C(/C=C/Sc1ccc(C(F)(F)F)cn1)c1ccccc1 | / | i | / | 0.3% | / | 4% | 2.2 | 50 | -32% | 18%
Oc1ccc(C=Nc2ccccc2-c2nc3ccccc3[nH]2)cc1 | -2.8% | i | 1.3% | 0.2% | 1 | -17% | 3.4 | 59 | -49% | -10%
Cc1cc(C)cc(-n2nc(C)cc2N)c1 | -0.5% | i | -2.0% | -0.1% | 1 | -8% | -0.7 | 63 | -7% | 17%
c1cnc(SCCOc2ccc3c(c2)CCC3)nc1 | -1.4% | i | 1.6% | -0.1% | 1.1 | -80% | 2.8 | 84 | -107% | -21%
Cc1ccccc1OCC(=O)N1CCN(C(=O)COc2ccccc2C)CC1 | / | / | 1.3% | 0.5% | / | -8% | -0.2 | 49 | 10% | 19%
COc1ccccc1NC(=O)N(Cc1ccco1)Cc1cc2cccc(C)c2[nH]c1=O | -1.7% | i | -0.3% | 1.1% | 1 | -20% | 4.0 | 31 | -5% | -17%
O=C(CCc1ccccc1)OCC(=O)c1ccc([N+](=O)[O-])cc1 | 0.1% | i | -0.4% | 0.2% | 1 | -29% | -1.7 | 101 | -10% | 13%
CCN(CC)c1ccc(CNc2ccc3c(c2)ncn3C(C)(C)C)cc1 | / | / | -4.6% | -0.1% | / | 3% | 0.9 | 71 | 24% | 7%
COc1cc(C(=O)Nc2ccc(Nc3ccccc3)cc2)cc(OC)c1OC | / | / | -1.5% | -0.2% | / | -1% | 1.8 | 61 | 6% | -11%
CCOC(=O)c1cc(C(=O)Nc2ccc(C)c(F)c2)nn1C | -3.2% | i | -0.7% | 0.3% | 1 | -26% | -0.4 | 58 | -21% | -10%
Cc1nc(SCC(=O)NC2CC2)c2c(C)c(C)sc2n1 | / | / | 6.2% | -0.4% | / | -22% | -1.1 | 59 | 10% | -79%
COC(=O)c1ccc(COC(=O)c2ccc(N(C)C)cc2)cc1 | -0.7% | i | 3.1% | -0.2% | 1.1 | -30% | -0.1 | 51 | -43% | -14%
Cc1nn2c(-c3ccc(F)cc3)ccnc2c1Cl | / | / | -6.3% | 0.0% | / | -6% | 0.8 | 68 | 20% | 22%
Cc1cc(N/C=C\C(=O)c2ccc(Cl)c(Cl)c2)no1 | -1.1% | i | -1.7% | 0.2% | 1.1 | -51% | 1.4 | 60 | -36% | -2%
CNC(=O)/C(C#N)=C/c1c(N2CCCCCC2)nc2ccccn2c1=O | / | / | 6.1% | 0.0% | / | -12% | -0.3 | 77 | -22% | -32%
Cc1ccc(Nc2c(-c3ccccc3O)nc3ncccn23)cc1 | / | i | 4.2% | -0.1% | / | -2% | 4.1 | 58 | 14% | 20%
Cc1ccc(-c2n[nH]c(=O)c3ccccc23)cc1S(=O)(=O)NCCO | 1.4% | i | -2.8% | -0.2% | 1 | -5% | 2.4 | 98 | 9% | -10%
CC12C(=O)N(c3ccc(OC(=O)c4ccco4)cc3)C(=O)C1C1c3ccccc3C2c2ccccc21 (configuration not stated) | 1.4% | i | 4.5% | -0.3% | 1.2 | -4% | 0.5 | 44 | 0% | 15%
CSc1sc(C(=O)N2CCCCC2)c(-c2cccs2)c1C#N | / | i | -2.4% | 0.8% | / | -6% | 1.6 | 42 | 17% | 9%
Cc1ccc(C)c(Nc2ccc3nonc3c2[N+](=O)[O-])c1 | / | / | -7.3% | 0.0% | / | 2% | 1.2 | 91 | 23% | 0%
Cc1cc(C)n(-c2nc(C)nc(N)n2)n1 | -2.5% | i | 2.0% | -0.2% | 1.1 | -22% | -6.2 | 71 | -3% | 18%
COc1cc(OC)cc(C(=O)Nn2cc(C(=O)N3CCN(C)CC3)c3ccccc3c2=O)c1 | -0.4% | i | -0.5% | -0.1% | 1.1 | -8% | -0.2 | 95 | 21% | 12%
COc1cc2c(cc1OC)CN(CC(=O)NC(=O)NC1CCCCC1)CC2 | -10% | i | -5.6% | -0.4% | 1.2 | -15% | 0.2 | 63 | 14% | 16%
CCCCCCCCn1c(=O)c(C(=O)OCC)c(O)c2ccccc21 | 0.3% | i | -6.1% | -0.1% | 1 | 22% | 0.7 | 55 | 10% | 2%
O=C(CSc1nc2ncc(Cl)cc2[nH]1)Nc1ccccc1-c1ccccc1 | / | / | -1.1% | -0.1% | / | -19% | 3.3 | 103 | 29% | -52%
Cc1ccc(S(=O)(=O)N2CCN(C3CC(=O)N(CCc4ccccc4)C3=O)CC2)cc1C (configuration not stated) | -1.2% | i | 5.9% | -0.1% | 0.9 | 26% | 0.7 | 56 | -9% | -34%
CS(=O)(=O)c1nc(-c2ccccc2)c(-c2ccccc2)[nH]1 | -3.4% | i | 12% | 0.1% | 1 | 37% | -1.1 | 46 | 7% | -4%
COC(=O)c1oc2c(c1C)C(=O)CC(C)(C)C2 | 0.2% | i | -4.9% | -0.1% | 1 | -19% | 0.5 | 34 | 3% | 21%[20 µM]
O=C(O)C1CCCN1S(=O)(=O)c1cccc(S(=O)(=O)N2CCCC2C(=O)O)c1 (configuration not stated) | / | / | -1.8% | -0.1% | / | 6% | 0.8 | 74 | 10% | -6%[20 µM]
CCOC1=NS(=O)(=O)c2ccccc21 | -1.7% | i | 0.5% | -0.2% | 1.1 | -14% | 1.3 | 51 | 10% | 13%
COc1ccccc1NC(=O)c1ccccc1NS(C)(=O)=O | / | i | -1.0% | 0.2% | 1.2 | 4% | -0.4 | 63 | 1% | -6%
COc1ccc2cc(C(=O)NCCc3ccccc3)[nH]c2c1 | / | / | 0.1% | 0.5% | / | -7% | -1.2 | 93 | -44% | 0%
O=C(CN(CCc1ccccc1)C(=O)CNS(=O)(=O)c1ccccc1)NCc1ccco1 | -0.6% | i | 6.0% | 0.5% | 1 | -13% | 2.5 | 40 | 18% | 10%
Cc1cc(=O)[nH]c(SCc2cccc(F)c2)n1 | -3.0% | i | -4.7% | -0.1% | 1.2 | -15% | -6.1 | 77 | 9% | -3%
Cc1ccccc1OC(C)C(=O)N1CCC(Cc2ccccc2)CC1 (configuration not stated) | / | / | 0.2% | 0.3% | / | 14% | 3.0 | 72 | -9% | -2%
Cc1cc(=O)[nH]c(SCC(=O)NN(c2ccccc2)c2ccccc2)n1 | / | i | 3.8% | -0.1% | / | -4% | 0.0 | 68 | 10% | 5%
COc1ccc(C(C(=O)NCC2CCCO2)N(C(=O)CNC(=O)c2ccco2)c2ccc(C)c(C)c2)cc1OC (configuration not stated) | / | / | 1.6% | 1.3% | / | -15% | -0.6 | 33 | 17% | 30%
CCOC(=O)C1CCN(Cc2nc3ccc([N+](=O)[O-])cc3c(=O)n2-c2ccc(OC)cc2OC)CC1 | 1.1% | i | -7.7% | 0.2% | 0.9 | -25% | 1.2 | 68 | 6% | 18%
Cc1onc(-c2ccccc2)c1C(=O)Nc1nc(-c2ccccc2)cs1 | -4.2% | i | 4.3% | 0.1% | 1.1 | -50% | 4.9 | 61 | -48% | -10%
CCN(CC)C(=O)c1ccc(CS(=O)(=O)c2ccc(Br)cc2)cc1 | / | / | -3.9% | 0.4% | / | -24% | 0.4 | 58 | -1% | -26%[20 µM]

Next part (5 carried over from the part before).
SMILES | CSM14.1 death rescue | Yfh1-depleted yeast | KOR beta-arrestin-1 | GPR55 activation | TNAP activation fold | NOD1 NF-kB reporter | NTR1 agonist | NTR1 agonist cell count 20 µM | NOD2 inhibition | KOR beta-arrestin-2
Cc1cc(=O)[nH]c(SCC(=O)NN(c2ccccc2)c2ccccc2)n1 | / | i | 3.8% | -0.1% | / | -4% | 0.0 | 68 | 10% | 5%
COc1ccc(C(C(=O)NCC2CCCO2)N(C(=O)CNC(=O)c2ccco2)c2ccc(C)c(C)c2)cc1OC (configuration not stated) | / | / | 1.6% | 1.3% | / | -15% | -0.6 | 33 | 17% | 30%
CCOC(=O)C1CCN(Cc2nc3ccc([N+](=O)[O-])cc3c(=O)n2-c2ccc(OC)cc2OC)CC1 | 1.1% | i | -7.7% | 0.2% | 0.9 | -25% | 1.2 | 68 | 6% | 18%
Cc1onc(-c2ccccc2)c1C(=O)Nc1nc(-c2ccccc2)cs1 | -4.2% | i | 4.3% | 0.1% | 1.1 | -50% | 4.9 | 61 | -48% | -10%
CCN(CC)C(=O)c1ccc(CS(=O)(=O)c2ccc(Br)cc2)cc1 | / | / | -3.9% | 0.4% | / | -24% | 0.4 | 58 | -1% | -26%[20 µM]
CCOc1ccc2nc(NC(=O)CSc3nc(-c4ccccc4)c(C#N)c(=O)[nH]3)sc2c1 | 4.4% | i | -7.1% | 0.8% | 1.1 | -39% | -0.3 | 88 | -10% | 0%
O=S(=O)(NCc1ccccc1Cl)c1ccc(-n2cnnn2)cc1 | / | / | -2.3% | 0.3% | / | -27% | 0.6 | 47 | 4% | -10%
COCCNC(=O)/C(C#N)=C/c1cccs1 | / | i | 0.3% | -0.2% | / | -13% | 3.1 | 41 | 1% | -13%
COc1cc(/C=N\NC(=O)c2ccc(-c3ccccc3)cc2)cc(OC)c1O | / | / | -1.7% | -0.2% | / | 33% | 2.5 | 63 | 33% | 12%
O=C(Nc1ccc(N2CCCC2)cc1)c1cc([N+](=O)[O-])ccc1N1CCOCC1 | / | / | 17% | 0.6% | / | -15% | 1.0 | 62 | 2% | -6%
Cc1ccc(CN(c2ccc(C(=O)N3CCOCC3)cc2)S(C)(=O)=O)cc1 | / | i | 11% | 0.2% | 0.9 | -14% | -1.2 | 41 | 4% | 10%
CCCOc1ccc(N2CC(C(=O)Nc3ccc(N4CCOCC4)cc3)CC2=O)cc1 (configuration not stated) | -0.4% | i | / | -0.1% | 1 | -38% | 0.1 | 45 | -15% | 16%[20 µM]
COc1ccc(NC(=O)CSc2c(C)nn(-c3nnc(C)c(=O)[nH]3)c2C)cc1 | -0.9% | i | -0.4% | -0.2% | 1.1 | 2% | -2.0 | 22 | -1% | 20%
Cc1cc(NC(=O)CSc2nc3c(sc4ccccc43)c(=O)n2CCCN2CCOCC2)n[nH]1 | -1.0% | i | -1.5% | 1.0% | 1.1 | 46% | -0.2 | 78 | 10% | 8%
Nc1ccccc1Nc1cc(-c2ccccc2)nn1-c1cccc(Cl)c1 | 3.2% | i | -3.3% | -0.3% | 1.1 | -27% | 16 | 67 | -7% | -12%
O=C(CCCOc1ccccc1)Nc1cccnc1 | -1.5% | / | -1.4% | 0.3% | 1.1 | -47% | -0.7 | 41 | 2% | -26%

Source: PubChem BioAssay (several laboratories)

This is a subset; count on the stated rates, not on these rows.
